BCR signal inh: blocks chronic active B-cell receptor signaling | ABC-DLBCL IkBa-CBG/CBR reporter, luminescence ratio, 4 h | Potency, µM (titrated, usually from 46.1 µM), without a hit: at the top dose ratio change, negative = lower green/red ratio, usual class: inhibitors | actives 0.05% (n = 340,000) | AID 493014; active = well fitted inhibition curve with a large enough effect in the signal ratio, with a control signal flat, not every such curve was filed as active; inconclusive = small, poorly fitted or top-dose-only effect, or effect the other way, or a change in a side signal; the % refers to the signal ratio;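 note: potency is the fitted concentration of half-maximal effect; plate controls were basal doxycycline-induced cells for no effect and cells given 10 µM MG132 for full effect; MG132 reads +100%, hits lower the ratio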
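Cell line TMD8 (human ABC DLBCL), stably expressing tet-inducible CBG68-IkBa fusion and CBR; IMDM/0.5% FBS; cpd up to 46 uM; dox induction, 4 h, 37C/5% CO2; dual luminescence; green/red ratio; MG132 control.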
Mito fusion act: inhibitors of mitochondrial division or activators of mitochondrial fusion; S. cerevisiae fusion-defective mutant growth rescue, CellTiterGlo 48 h; Potency, µM (titrated, usually from 46.1 µM), inactives show top-dose growth rescue (activation), hits mostly activators; actives 0.23% (n = 320,000); AID 485298;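 note: potency is the fitted concentration of half-maximal effect; % of control where 0% means no effect; nearly all actives have a fitted effect of over 45% in size; temperature-sensitive fusion mutants such as fzo1-1 at 37 °C on non-fermentable ethanol glycerol medium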
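Growth-rescue viability read-out: after 48 h at the non-permissive 37C in glycerol/ethanol YPEG, yeast mitochondrial fusion mutants are measured by CellTiterGlo luminescence; compounds (23 nl pinned per well) restoring growth score as division inhibitors or fusion activators.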
AT treatment: candidate therapy for ataxia-telangiectasia; […] A-T fibroblasts, KAP-1 phosphorylation AlphaLISA; neocarzinostatin DNA damage 30 min before lysis; Potency, µM (highest dose often 57.5 µM), inactives show at the highest dose activation, usual class: activators; actives 0.19% (n = 320,000); AID 485349; note: potency is the fitted concentration of half-maximal effect; % of control where 0% means no effect; nearly all actives have a fitted effect of over 45% in size
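hTERT-immortalized A-T patient fibroblasts ([…]), 500 cells/well in OPTI-MEM, 1% FBS, got compounds for 60 min, then NCS for 30 min at 37C. Lysates were then assayed for phospho-KAP-1 by AlphaLISA (anti-pKAP1 donor, anti-KAP1 acceptor beads), 6 hr at 25C.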
S-ASM inh: inhibitors of human secretory acid sphingomyelinase | P17405 | AID 504937 | actives 0.006% (n = 340,000) | Potency, µM (series often up to 57.5 µM), for the others: at the highest dose activity change, negative = inhibition, hits mostly inhibitors | placental ASM, HMU-PC fluorogenic substrate, 60 min; note: potency is the fitted concentration of half-maximal effect
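Human placenta-derived ASM preincubated with compound 10 min at room temperature, then reacted with 9 uM (final) fluorogenic HMU-PC substrate for 60 min at 37 C. Stop solution raises pH to 10; fluorescence read at Ex 386/Em 447 nm.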
ELG1 repair inh: blocks ELG1-dependent DNA repair in HEK293T cells; HEK293T ELG1-luciferase reporter, luminescence, 16 h; DNA damage induced by 5-fluorouridine; Potency, µM (series often up to 46.1 µM), without a hit: at the top dose activity change, negative = inhibition, hits mostly inhibitors; actives 2.3% (n = 330,000); AID 504467; note: potency is the fitted concentration of half-maximal effect; % is set by controls: 0 for no effect and ±100 for the full control effect; nearly all actives have a fitted effect of over 55% in size
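Cells (2,000 per well) received 5-fluorouridine plus test compound or DMSO and were incubated 16 hr at 37 °C, 5% CO2. Luciferase activity was read by luminescence 30 min after ONE-Glo addition; signal suppression marked inhibition of damage-induced ELG1 function.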
Eya2 phos inh: Eya2 (human) phosphatase inhibition; Potency, µM (highest dose often 76.9 µM), for inactives: top-dose activity, negative = inhibition, hits mostly inhibitors; actives 0.006% (n = 330,000); AID 488837; O00167; recombinant Eya2, OMFP fluorescence dephosphorylation (OMFP is methylfluorescein phosphate); note: potency is the fitted concentration of half-maximal effect; % is set by controls: 0 for no effect and ±100 for the full control effect
Target sequence (O00167 whole entry, looked up): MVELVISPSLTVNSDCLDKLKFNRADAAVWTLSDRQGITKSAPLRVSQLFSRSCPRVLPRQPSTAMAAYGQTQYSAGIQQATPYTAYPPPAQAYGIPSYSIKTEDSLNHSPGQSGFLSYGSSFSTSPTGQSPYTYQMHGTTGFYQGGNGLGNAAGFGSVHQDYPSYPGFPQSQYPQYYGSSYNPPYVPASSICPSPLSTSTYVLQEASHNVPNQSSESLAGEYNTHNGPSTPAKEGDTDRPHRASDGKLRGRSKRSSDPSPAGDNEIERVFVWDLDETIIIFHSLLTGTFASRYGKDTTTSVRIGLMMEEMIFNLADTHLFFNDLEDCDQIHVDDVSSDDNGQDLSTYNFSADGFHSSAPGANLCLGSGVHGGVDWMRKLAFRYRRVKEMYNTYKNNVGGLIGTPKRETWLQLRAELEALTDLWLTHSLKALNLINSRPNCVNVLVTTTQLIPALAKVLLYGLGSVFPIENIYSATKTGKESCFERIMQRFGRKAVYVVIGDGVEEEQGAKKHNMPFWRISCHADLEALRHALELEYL
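Eya2 (0.2 uM) preincubated 10 min at ambient with compound, then OMFP substrate added at 50 uM; 10 min reaction in 50 mM HEPES pH 7.5, 50 mM NaCl, 5 uM MgCl2, 0.05% BSA, 1 mM DTT. Fluorescence read at Ex 485/Em 525 nm.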
TSHR antag: antagonists of human thyroid stimulating hormone receptor; P16473; TSHR-expressing cells, TSH-stimulated cAMP HTRF, 2 h; active compounds read low; activity change, negative = inhibition, % at 11.5 µM; actives 0.2% (n = 330,000);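 active = activity change below a set negative limit, meaning inhibition stronger than a set level, cut at about -70% in these data; inconclusive = activity change between two set negative limits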; note: % is set by controls: 0 for no effect and ±100 for the full control effect
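TSHR-expressing cells, 200/well, pre-treated with compound, then stimulated with EC80 TSH (4nM final) for 2 hours at 37 deg C. cAMP measured by competitive HTRF: anti-cAMP cryptate antibody in lysis buffer plus cAMP-d2, read after 30 minutes at room temperature.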
Tb PFK block: T. brucei PFK enzyme inhibition; T. brucei PFK, ADP-Glo luminescence; actives 0.17% (n = 330,000); Potency, µM (top dose mostly 57.5 µM), for the others: top-dose activity, negative = inhibition, actives largely listed as inhibitors;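 note: potency is the fitted concentration of half-maximal effect; 0% = uninhibited 1x PFK enzyme wells and -100% = no-enzyme wells; nearly all actives have a fitted effect of over 60% in size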
Target sequence (O15648 whole entry, looked up): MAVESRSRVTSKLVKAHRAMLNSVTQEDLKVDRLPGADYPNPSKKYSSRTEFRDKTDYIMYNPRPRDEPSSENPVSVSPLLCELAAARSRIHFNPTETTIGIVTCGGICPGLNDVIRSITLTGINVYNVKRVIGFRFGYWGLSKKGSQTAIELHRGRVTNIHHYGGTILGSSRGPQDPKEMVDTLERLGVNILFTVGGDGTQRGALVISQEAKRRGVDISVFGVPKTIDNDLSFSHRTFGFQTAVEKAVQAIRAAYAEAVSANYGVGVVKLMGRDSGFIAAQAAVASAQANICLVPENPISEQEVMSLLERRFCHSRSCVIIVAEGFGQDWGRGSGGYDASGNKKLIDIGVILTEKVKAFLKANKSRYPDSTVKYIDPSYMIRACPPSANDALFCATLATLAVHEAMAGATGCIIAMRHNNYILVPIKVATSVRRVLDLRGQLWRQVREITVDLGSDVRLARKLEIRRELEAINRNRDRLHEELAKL
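PFK 1.25 nM, F6P 0.5 mM, ATP 0.1 mM, 0.1 M TEA pH 8.0, 5 mM MgCl2, 0.01% Tween20, 0.1% BSA; 45 min RT. ADP-Glo readout. qHTS titration up to 57 uM; curves fitted, compounds curve-classed.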
PTAP TSG101 blk: blocks PTAP/TSG101 interaction to inhibit HIV-1 budding; Q99816; Fluorescence polarization, FITC-PTAP peptide / Tsg101 binding; Potency, µM (series often up to 115 µM), without a hit: at the top dose activity change, negative = inhibition, hits mostly inhibitors; 340,000 tested, under 10 active; AID 493005; active = well fitted inhibition curve with a large enough effect in the main read-out, with a control signal flat, not every such curve was filed as active; inconclusive = small, poorly fitted or top-dose-only effect, or effect the other way, or a change in a side signal; inactive = no such curve, though single readings can be large or run the other way; note: potency is the fitted concentration of half-maximal effect; % of control where 0% means no effect
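FP read-out: FITC-PTAP peptide, 50 nM final, binding Tsg101 binding domain, 10 uM final; 20 min, r.t.; 10 mM HEPES pH 7.5, 0.15 M NaCl, 0.01% Tween 20, 3 mM EDTA, 0.1 mM TCEP.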
Integrin act MD: integrin-mediated muscular dystrophy alleviation activation. Potency, µM (highest dose often 38.3 µM), for inactives: at the top dose activation, actives largely listed as activators. alpha7betagal myoblasts, beta-gal FDG fluorescence, 48 h. actives 0.064% (n = 350,000);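 note: potency is the fitted concentration of half-maximal effect; 100% = response of the positive control SU9516; nearly all actives have a fitted effect of over 60% in size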
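alpha7betagal+/- myoblasts (passage 13, 250/well) treated 48 h at 37C with compounds at 1:260 dilution of DMSO stock. Lysed, then beta-galactosidase activity read as FDG fluorescence (ex 480/em 540) after 30 min, with pre-read for autofluorescence.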
TCR activator: activates T cell receptor signaling | 330,000 tested, under 10 active | primary human leukocytes, anti-CD3, IL-2 HTRF, 48 h | Potency, µM (series often up to 9.22 µM), for the others: at the top dose activation of IL-2 secretion, usual class: activators; note: % of control where 0% means no effect
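IL-2 produced over 48 hr by a-CD3 bead-stimulated primary human leukocytes exposed to compounds was detected with a homogeneous time-resolved FRET immunoassay, 665nm acceptor signal after 320nm excitation.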
Numbers without * were called inactive; ? = inconclusive; / = not tested or not shown; [ ] = dose if it differs, or a comment. Unless noted, calls come from the whole dose curve; as a rule, active = well fitted curve in the direction sought with a large enough effect; inconclusive = small, poorly fitted or top-dose-only effect, or another doubt; inactive = no such curve, though single readings can be large; an effect the other way counts as inactive or inconclusive.

SMILES | BCR signal inh | Mito fusion act | AT treatment | S-ASM inh | ELG1 repair inh | Eya2 phos inh | TSHR antag | Tb PFK block | PTAP TSG101 blk | Integrin act MD | TCR activator
CCN(CC)CCN(C)C(=O)CCc1nnc(-c2ccc(C)s2)o1 | 6% | 1% | 11%[11.5 µM] | 4% | 8% | -5% | -8 | 5% | -3% | 8% | -3%
O=C(O)CC1(CC(=O)Nc2ccc3sccc3c2)CCCCC1 | ? | 1% | -10% | -2% | 14% | -12% | -9 | -1% | -2% | 34% | 2%
COc1cccc(OCCCN2CCCCC2)c1 | 1% | -8% | 10% | 5% | 7% | 5% | 4 | -4% | -12% | -14% | 2%
CC(C)c1ccc(NC(=O)COc2ccc(S(=O)(=O)N3CCOCC3)cc2)cc1 | -1% | -2% | 2% | -10% | 3% | 7% | -13 | 1% | 1% | -5% | -15%
Cc1ccc(C(=O)OCc2ccc3c(c2)OCO3)cc1S(=O)(=O)N1CCCCC1 | -24% | 7% | 1% | 0% | ? | -1% | -16 | 1% | -6% | -29% | -2%
Cc1ccc(-n2c(N)c(C(=O)N3CCOCC3)sc2=S)cc1 | ? | 3% | 0% | 0% | -1% | 10% | 19 | -16% | -10% | 11% | -5%
O=C(O)CNC(=O)C1CCCN1C(=O)CNC(=O)OCc1ccccc1 (stereo not drawn) | 3% | -5% | 9% | 4% | 15% | -4% | 0 | -13% | 0% | 27% | 1%
O=C(c1ccccn1)N(CC1CCCO1)C1(C(=O)NC2CCCCC2)CCCCC1 (stereo not drawn) | 7% | 2% | 0% | -1% | 12% | 13% | -3 | 5% | -2% | 4% | -2%
COc1ccc(C(C)(C)C)cc1NC(=O)COC(=O)C(C)C | -5% | 1% | -3% | 0% | 13% | 3% | 4 | 1% | 0% | 15% | 5%
Cc1ccc(S(=O)(=O)N2CCOCC2)cc1C(=O)O | 3% | -3% | 9% | 4% | 5% | 30% | 6 | -5% | -6% | 14%[7.66 µM] | /
CCc1c(C)[nH]c2c1C(=O)C(CN1CCOCC1)CC2 (stereo not drawn) | / | ? | / | -1% | / | 2% | -14 | / | 1% | / | 7%
COc1nc(OC)nc(N2CCC(C(=O)NCc3ccc(F)cc3)CC2)n1 | 0% | 0% | 2% | 6% | -5% | -6% | -2 | -5% | -2% | 1% | 3%
N#CC1(NC(=O)COC(=O)c2ccccc2[N+](=O)[O-])CCCCC1 | 1% | 1% | 2% | 1% | ? | -13% | 5 | 2% | -1% | -6% | 7%
COc1ccc(S(=O)(=O)CCc2nc3ccccc3s2)cc1 | 19% | -3% | 9% | -1% | -6% | 0%[15.4 µM] | -2 | 0% | 0% | 9% | 3%
Cc1cc(C)n(C(=O)c2cc(F)c(F)cc2C)n1 | 4% | -2% | 6% | 3% | ? | 3% | -21 | 3% | 1% | 17% | -6%
S=c1[nH]nc(CSc2nc3ccccc3s2)n1Cc1ccccc1 | 13% | 3% | 5% | 1% | -12% | 7% | -12 | -18% | -1% | 6% | -2%
O=C1COc2ccc(C(=O)COC(=O)CNC(=O)c3ccco3)cc2N1 | 0% | 0% | 5% | 1% | -2% | 12% | 3 | 5% | -1% | 23% | 0%
Cc1cccnc1N(C(=O)Nc1cccc(Cl)c1)C1=NCC(C)(C)S1 | 1% | -8% | 7% | 5% | -5% | 7% | 0 | -23% | 2% | 17% | 6%
NC(=S)Nc1cccc(O)c1 | -7% | 11% | -9% | 1% | 0% | 12% | -1 | 3% | 1% | 19% | -8%
CCc1ccc(N(C(=O)c2snc(C(N)=O)c2N)C(C(=O)NCC2CCCO2)c2ccco2)cc1 (stereo not drawn) | -11% | 25% | -5% | / | -10% | -6% | 9 | 0% | 0% | 3% | 2%
Cn1c(SCC(=O)Nc2sccc2C(N)=O)nc2ccccc2c1=O | ? | / | 12% | 4% | 1% | -12% | 10 | 0% | -1% | -34% | 5%[46.1 µM]
CCN(C(=O)COC(=O)/C=C/c1nc2ccccc2s1)C1CCS(=O)(=O)C1 (stereo not drawn) | 0% | 4% | -13% | -3% | 9.2µM* | -6% | 6 | -2% | -2% | -5% | -1%
CCNC(=O)COC(=O)CCNC(=O)c1cccc(C)c1 | 1% | -5% | 0% | 4% | 13% | 15% | 14 | -12% | 0% | 10% | -4%
COc1cccc2[nH]c3c(=O)n(CCN(C)C)cnc3c12 | ? | 1% | 6% | 1% | -3% | -12% | 0 | -8% | 2% | -11% | 8%
COc1ccc(OC)c2nc(-c3cccnc3)ccc12 | -15% | -5% | -9% | 14% | ? | 3% | -11 | 1% | -6% | -9% | -4%
S=c1[nH]nc(C2CCCCC2)n1/N=C/c1cccc(Cl)c1Cl | ? | -6% | 3% | -13% | -1% | -9% | -8 | -27% | 0% | ? | -12%
CC1CC(C)CN(C(=S)NC2CCCCC2)C1 (stereo not drawn) | ? | -5% | -4% | 5% | -3% | 2% | -2 | 0% | 3% | ? | 4%[46.1 µM]
CCC(=O)Nc1cc(C(F)(F)F)ccc1N1CCOCC1 | -2% | -3% | 0% | 4% | 0% | -1% | 3 | -3% | 0% | 3% | 7%
CN(C)S(=O)(=O)c1cc(NC(=O)c2cc(=O)c3ccccc3o2)ccc1Cl | ? | -7% | -1% | -9% | -5% | -2% | -18 | 5% | -4% | -17% | 9%
CCS(=O)(=O)N1CCN(c2cnn(-c3ccccc3)c(=O)c2Cl)CC1 | ? | 0% | 4% | -2% | 6% | -2% | 2 | -15% | 1% | 19% | -1%
O=C(CSc1nnc2ccccn12)NNC(=O)c1ccccc1 | 0% | -4% | -2% | 16% | 7% | -30% | 18 | -2% | 0% | 8% | 7%
O=C(COc1ccc(Br)cc1)Nc1ccc([N+](=O)[O-])cn1 | 13% | 3% | -1% | -1% | 18% | -3% | -11 | -9% | -3% | -5% | -5%
CCCCCNC(=O)c1ccc2c(c1)ncn2-c1ccc(OC)cc1 | 1% | 10% | -9% | -4% | -6% | 6% | -6 | 1% | -5% | 0% | 3%
S=c1[nH]nc(Cc2ccccc2)n1Cc1ccco1 | 4% | -4% | 0% | -2% | ? | -21% | -22 | -9% | -11% | 24% | -1%
Fc1cnc(Cl)nc1N1CCN(c2ccccc2)CC1 | -20% | 2% | -5% | 0% | ? | 8% | -7 | -6% | -3% | -12% | -1%
COCCN(Cc1cc2c(C)cc(C)cc2nc1Cl)C(=O)c1ccccc1F | -3% | -2% | 3% | -2% | ? | 3% | -2 | -2% | -2% | -6% | -6%
Cc1ccc(S(=O)(=O)Nc2ccc3c(c2)nc(CCN2CCOCC2)n3C)cc1 | ? | -1% | 3% | 0% | 0% | 4% | 29 | 1% | -6% | -17% | 1%
Cc1cc(N=Nc2c(O)c3ccccc3[nH]c2=O)ccc1N=Nc1ccc(C(=O)N(C)C)cc1 | ? | -3% | -5% | -1% | ? | ? | -4 | -7% | -4% | -14% | 6%
COc1ccc(/C=C/CN2CCN(CCc3ccccc3)C(CCO)C2)cc1 (stereo not drawn) | 11% | -9% | 1% | 3% | -2% | -5% | 5 | 0% | -1% | -36% | 0%
CCOc1ccccc1C(=O)Nc1ccc(NC(=O)c2ccccc2)cc1 | 5% | -4% | -1% | 2% | 8% | 1% | 18 | 4% | -1% | 6% | -2%
c1ccc(COc2ccc3nocc3c2)cc1 | ? | 3% | 9% | 4% | ? | -2% | -8 | -6% | 4% | 3% | 1%
Cc1ccc2c(c1)c(C)c(C)n2CC(O)CN1CCOCC1 (stereo not drawn) | -3% | -2% | 0% | 5% | -3% | 7% | 35 | 5% | -4% | 7% | 2%[46.1 µM]

Assay outcomes from PubChem.
